bCat KO growth: beta-catenin-lacking colon tumor cell growth suppression; HCT116 beta-catenin knockout viability, CellTiter-Glo, 60 h; active compounds read low; viability, % at 10 µM; 140,000 compounds, 1.5% hits; AID 818;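 active = viability at or under a set limit, the compound median less 4 SD, cut at about 6% in these data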;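 note: 0% = Hyamine 1622 control at 20 µM and 100% = untreated cell control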
Phagocyt inh: blocks phagocytosis by macrophages | J774A.1 macrophage IgG-bead phagocytosis, imaging | inhibition, % at 5 µM | 110,000 compounds, 0.07% hits | AID 1029;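 active = inhibition above the mean of the plate negative controls plus 5 SD, cut at about 13% in these data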;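 note: phagocytic index as fraction of beads internalized from green versus red external bead signal; plate controls were DMSO negative control for no effect and cytochalasin-D positive control for full effect; some results beyond the cut were filed as inactive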
Measles CPE: protection of cells from measles virus | 140,000 compounds, 1.5% hits | protection (pct of control), % at 4 µM | AID 841 | Measles virus-infected cells, CPE protection, absorbance; in the data active = protection mostly above about 24%, no sharp cut-off; inactive = mostly below about 26%; note: some compounds called inactive have numbers as strong as hits
E-sel TNF inh: blocks E-selectin expression induced by TNF alpha. HUVEC TNFa-induced E-selectin immunofluorescence, high content. AID 1246. inhibition, % at 2 µM. 120,000 compounds, 0.71% hits;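 active = inhibition above the batch mean plus 3 SD, and confirmed as a hit on visual image review, cut at about 43% in these data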;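 note: 0% = TNF-stimulated DMSO wells and 100% = unstimulated control wells; not every result past the cut was called active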
HCT116 PTEN-null: PTEN-deleted cell growth suppression; HCT116 PTEN-null viability, CellTiter-Glo, 60 h; active compounds read low; viability, % at 10 µM; 140,000 compounds, 1.2% hits; AID 827;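 active = viability at or below a set limit, 4 SD under the median of all tested compounds, cut at about 3.7% in these data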;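 note: PTEN knockout HCT116 line with beta catenin targeted HCT116 as companion control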
BB579 growth dn: yeast BB579 growth reduction in restrictive medium; AID 804; inhibition, % at 10 µM; S. cerevisiae BB579 growth, OD615, 48 h; 140,000 compounds, 0.51% hits;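 active = inhibition above a set limit, 3 SD over the mean compound inhibition, cut at about 44% in these data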; note: inactives centre near -24
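Assay system: S. cerevisiae DeaD strain BB579 yeast. Medium: CSMM-D restrictive synthetic medium containing dextrose (glucose). Times: 4 h cell preincubation, 48 h compound exposure, 30 °C humidified. Signal: OD615 turbidity measurement. Benchmarks: positive control amphotericin B 10 µg/mL.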
NPY Y2 blocker: blocks the human neuropeptide Y Y2 receptor; P49146; NPY-Y2 expressing cells, antagonist mode; inhibition, % at 2.7 µM; 140,000 compounds, 0.99% hits; AID 793; in the data active = inhibition above about 17%;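 note: 0% = vehicle with agonist challenge and 100% = reference antagonist with challenge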
Target sequence (P49146 whole entry, looked up): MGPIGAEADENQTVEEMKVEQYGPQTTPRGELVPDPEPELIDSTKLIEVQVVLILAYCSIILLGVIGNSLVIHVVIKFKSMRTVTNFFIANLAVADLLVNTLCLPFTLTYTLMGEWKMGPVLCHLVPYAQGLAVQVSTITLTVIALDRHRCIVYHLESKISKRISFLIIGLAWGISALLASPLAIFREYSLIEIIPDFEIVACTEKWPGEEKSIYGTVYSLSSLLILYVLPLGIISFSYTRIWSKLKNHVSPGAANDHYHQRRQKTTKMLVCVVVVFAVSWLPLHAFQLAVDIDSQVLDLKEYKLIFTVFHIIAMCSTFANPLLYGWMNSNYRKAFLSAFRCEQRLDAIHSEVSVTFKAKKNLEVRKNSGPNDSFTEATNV
GALR2 blocker: antagonists of human galanin receptor 2 (GALR2); inhibition, % at 4 µM; AID 828; GALR2-expressing cells, antagonist mode; 140,000 compounds, 0.39% hits; in the data active = inhibition above about 27%;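 note: cells stimulated with galanin 1-16 at roughly its EC80; 0% = agonist challenge control and 100% = basal control without agonist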
Target sequence (O43603 whole entry, looked up): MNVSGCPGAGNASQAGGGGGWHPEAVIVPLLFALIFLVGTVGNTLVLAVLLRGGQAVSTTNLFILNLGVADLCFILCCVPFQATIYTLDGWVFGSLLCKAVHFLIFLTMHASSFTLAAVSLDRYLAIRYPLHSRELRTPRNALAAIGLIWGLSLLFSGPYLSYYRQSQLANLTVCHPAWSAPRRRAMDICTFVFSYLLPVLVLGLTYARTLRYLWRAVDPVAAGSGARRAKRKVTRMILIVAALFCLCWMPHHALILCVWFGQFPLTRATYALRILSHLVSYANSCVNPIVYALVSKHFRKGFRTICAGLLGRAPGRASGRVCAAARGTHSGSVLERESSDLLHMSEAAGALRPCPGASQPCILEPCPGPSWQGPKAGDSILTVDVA
Yeast lifespan up: yeast lifespan extension | S. cerevisiae growth with nicotinamide, OD615; deaD strain in restrictive glucose medium | inhibition of the nicotinamide effect, % at 10 µM | 130,000 compounds, 0.68% hits;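 active = inhibition above a set limit, placed 3 SD over the median of all compounds, cut at about 26% in these data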;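 note: 0% = nicotinamide-treated wells and 100% = cells grown without nicotinamide; some compounds called inactive have numbers as strong as hits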
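System: Modified budding yeast, DeaD strain | Buffer or medium: Restrictive glucose medium | Also added: 1.5 mM nicotinamide | Doses: 10 µM single point, 0.25% DMSO | Schedule: 48 h compound exposure at 30 °C, humidified | Detection: Absorbance at 615 nm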
MRP1 act: activates MRP-1. H69AR cells + doxorubicin, viability rescue, CellTiter-Glo. viability increase, % at 10 µM. 140,000 compounds, 0.61% hits;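 active = viability gain under doxorubicin at or above a set limit, the compound median plus 3 SD, cut at about 4.7% in these data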;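 note: MRP-1 overexpressing cells given doxorubicin 25 µM after compound pretreatment; 18-22 h compound pretreatment then 72 h with doxorubicin before readout; 0% = doxorubicin-only wells and 100% = vehicle-treated cells without doxorubicin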
* hit, by the source's call; / = no result given. Random draw from the library; about 6.3% have a hit in one of these screens.

molecule	bCat KO growth	Phagocyt inh	Measles CPE	E-sel TNF inh	HCT116 PTEN-null	BB579 growth dn	NPY Y2 blocker	GALR2 blocker	Yeast lifespan up	MRP1 act
Cc1cccc(C(=O)O/N=C(\N)Cc2ccc([N+](=O)[O-])cc2)c1	71	-1	6	55	77	-8	1	17	-1	-5.6
COc1cc(/C=C(\C#N)c2nc3ccccc3[nH]2)cc(Br)c1OCc1ccccc1	32	/	16	-11	21	-25	1	16	0	-5.3
N#CC(Cc1ccccc1OC(F)F)c1nc2ccccc2[nH]1 (stereo not given)	76	-7	9	/	92	-30	4	-6	8	-2.7
C=CC(=C)CC(NC)c1ccccc1 (stereo not given)	87	/	4	/	87	-12	-2	0	-4	-0.3
COC(=O)c1ccccc1NC(=O)CN1CCC(C(=O)c2ccc3c(c2)OCCO3)CC1	47	-2	22	-6	31	-31	7	2	1	0.8
Cc1nnsc1SCC(=O)O	86	/	8	27	84	-39	-1	-3	-12	-1.1
CCOC(=O)c1nc(S(C)(=O)=O)ncc1N1CCOCC1	86	1	5	6	88	-14	-1	2	-12	-2.8
CCN1CCc2c(C#N)c(N3CCOCC3)nc(NCCO)c2C1	94	0	5	/	89	-37	4	-6	-11	-2.7
CN(C)CCCOc1cccc(Oc2ccccc2)c1	70	-3	8	0	80	-23	6	1	2	-1.7
COc1ccc(NC(=O)CSc2nccn2-c2cccc(OC)c2)cc1	104	-2	21	-13	109	12	0	5	-10	1.9
O=C(COC(=O)c1ccc(=O)n(Cc2ccccc2)n1)Nc1ccc2c(c1)OCCO2	115	0	6	/	91	-20	0	6	-10	-4.1
COC(=O)c1sc2ncccc2c1OCc1ccccc1Cl	83	-2	14	22	87	-54	8	3	-17	-2.4

The final three records of the section above open the next one:
molecule	bCat KO growth	Phagocyt inh	Measles CPE	E-sel TNF inh	HCT116 PTEN-null	BB579 growth dn	NPY Y2 blocker	GALR2 blocker	Yeast lifespan up	MRP1 act
COc1ccc(NC(=O)CSc2nccn2-c2cccc(OC)c2)cc1	104	-2	21	-13	109	12	0	5	-10	1.9
O=C(COC(=O)c1ccc(=O)n(Cc2ccccc2)n1)Nc1ccc2c(c1)OCCO2	115	0	6	/	91	-20	0	6	-10	-4.1
COC(=O)c1sc2ncccc2c1OCc1ccccc1Cl	83	-2	14	22	87	-54	8	3	-17	-2.4
O=c1c2c(nc3cc(-c4ccccc4)[nH]n13)CCS2	88	/	16	24	94	-111	-3	5	1	1.8
Nc1n[nH]c(N)c1N=Nc1ccc(Cl)cc1Cl	68	-2	10	17	57	-41	-1	3	-8	-1.7
COc1cc2c(cc1OC)C(C)N(C(=O)c1ccc(Br)o1)CC2 (stereo not given)	57	-5	10	/	65	-11	2	-7	-4	-3.4
Cc1cccc2sc(NNC(=O)c3cc(-c4cccs4)nc4ccccc34)nc12	2.3*	/	17	-23	6	-32	3	-6	6	-1.8
Cc1cccc2cc(CN(C(=O)c3cnccn3)C3CCCCC3)c(Cl)nc12	86	0	5	8	86	-46	1	-1	-12	0.1
O=C1N/C(=N\N=C\c2ccccn2)SC1Cc1cccc(SC(F)F)c1 (stereo not given)	12	/	7	-11	15	-44	0	0	-8	-0.8
COc1cc(S(=O)(=O)N2CCN(C(=O)c3ccccc3F)CC2)c(OC)cc1NC(C)=O	91	2	30	-51	100	-4	0	-6	-4	-0.6
COc1ccccc1N1CCN(Cc2ccc(OC)c3ccccc23)CC1	45	/	12	-19	45	4	15	0	-4	-3.2
O=S(=O)(c1ccc(Cl)cc1)c1ccccn1	85	0	2	/	96	-22	2	1	-6	-2.2
O=C(CSc1n[nH]c(-c2ccco2)n1)N1c2ccccc2Sc2ccccc21	88	-1	7	-19	93	-46	1	19	-10	-2.0
N/C(COc1ccc(C(=O)O)cc1)=N\O	97	1	12	/	119	-36	2	-3	-6	0.3
Cc1cc(OCCN2CCOCC2)ccc1[N+](=O)[O-]	95	-4	7	-8	97	-6	7	-8	-1	-1.1

3 compounds out of the list, ordered by number of heavy atoms, smallest number first.
molecule	bCat KO growth	Phagocyt inh	Measles CPE	E-sel TNF inh	HCT116 PTEN-null	BB579 growth dn	NPY Y2 blocker	GALR2 blocker	Yeast lifespan up	MRP1 act
Nc1n[nH]c(N)c1N=Nc1ccc(Cl)cc1Cl	68	-2	10	17	57	-41	-1	3	-8	-1.7
Cc1cc(OCCN2CCOCC2)ccc1[N+](=O)[O-]	95	-4	7	-8	97	-6	7	-8	-1	-1.1
COc1ccccc1N1CCN(Cc2ccc(OC)c3ccccc23)CC1	45	/	12	-19	45	4	15	0	-4	-3.2

The list continues.
molecule	bCat KO growth	Phagocyt inh	Measles CPE	E-sel TNF inh	HCT116 PTEN-null	BB579 growth dn	NPY Y2 blocker	GALR2 blocker	Yeast lifespan up	MRP1 act
O=C(Oc1ccc(-c2ccccc2)cc1)N1CCCCC1	108	-2	5	1	95	-30	2	-3	-7	0.3
CCN1CCN(C(c2cccs2)C(C)NC(=O)c2cccc(OC)c2OC)CC1 (stereo not given)	89	0	12	/	94	-21	0	11	-4	-2.1
Cc1noc(C)c1S(=O)(=O)N(C)CC(=O)NCc1ccccc1	96	-1	8	8	108	3	0	8	-4	-0.2
COc1ccc(C(=O)Nc2nnc(-c3ccco3)s2)cc1	1.6*	0	4	/	1.8*	-48	1	-4	-15	-3.1
CCOC(=O)c1c(N)sc(C(O)(C(F)(F)F)C(F)(F)F)c1-c1ccc(Cl)cc1	100	0	34	16	95	52*	-1	-8	-12	-1.3
Cc1nc2ccccn2c1/C(O)=C1\C(=O)C(=O)N(CCN2CCOCC2)C1c1cccs1 (stereo not given)	95	1	10	12	111	-20	1	15	-9	-0.3
CCOC(=O)c1ncn2c1CN(C)C(=O)c1cc(F)ccc1-2	91	/	81	/	99	-25	1	2	3	-0.8
COc1ccc(/C=C2/C(=O)N=C3SCCN32)cc1	109	0	5	-21	89	-36	-5	3	-24	-1.4
Cc1ccc2nc(SCC(=O)Nc3ccc(C)c([N+](=O)[O-])c3)[nH]c2c1	63	-12	8	18	71	-20	-1	0	-4	-4.0
CC(C)N1C(=O)CC(Nc2ccc(N3CCOCC3)cc2)C1=O (stereo not given)	100	/	13	3	102	-13	0	-6	-10	-1.8
Cc1nc(CS(=O)(=O)c2ccc(Cl)cc2)cc(N2CCOCC2)n1	91	/	6	1	99	-15	1	0	-2	-0.7
Cc1ccc(C)c(N2CCN(S(=O)(=O)c3ccc4c(c3)CCN4C(=O)CCC(=O)O)CC2)c1	96	0	25	/	103	-56	0	-4	-6	0.4
CCOC(=O)c1c(C)[nH]c(C)c1C(=O)CSc1nnc(-c2ccncc2)n1Cc1ccccc1	113	0	11	2	99	3	1	-5	-12	-1.1
CCn1c2ccccc2c2cc(NC(=O)COC(=O)c3ccccc3F)ccc21	63	-9	6	/	47	-38	6	-8	4	-3.0
CC1Cc2ccccc2N1C(=O)CSc1nc2ccccc2s1 (stereo not given)	99	-6	7	10	100	0	5	-4	-10	-1.2
CCOc1ccc(OCCN2CCCCC2)cc1	87	-8	3	18	96	2	0	0	8	-1.2
Cc1cc(NC(=O)CSc2nc(C3CC3)nc3sc(C)c(C)c23)no1	31	-1	0	3	31	-44	3	6	-7	-5.6
CC(C)CC(NC(=O)C1CCCCC1)C(=O)N1CCN(c2ccccn2)CC1 (stereo not given)	87	0	4	-8	84	-33	2	-4	-12	0.1
CC(=O)Nc1nc(SCc2cccc3ccccc23)n[nH]1	99	-1	11	-17	102	-3	7	5	-3	-1.5
Nc1nnc(CCOc2ccc(Cl)cc2)s1	90	/	26	13	85	-14	3	-11	/	-0.7
N#Cc1c(NC(=O)c2ccc(Cn3cc(Br)cn3)o2)sc2c1CCCCCC2	80	0	3	-9	68	-27	1	14	-13	-3.8
COC(=O)CSC(C(=O)Nc1ccc(C)c(C)c1)c1ccccc1 (stereo not given)	65	0	3	-8	78	-23	5	-6	-15	-3.3
COCCN(CC(=O)Nc1cccc(C)c1)S(=O)(=O)c1ccc(S(=O)(=O)N2CCCC2)cc1	85	0	3	/	87	-47	-2	-6	-21	-1.7
O=C(CSc1nnc(NC(=O)C2CC2)s1)NCc1ccco1	90	-5	3	/	90	-24	2	1	2	-1.7

Reprinted from the part before: four entries, followed by the next part.
molecule	bCat KO growth	Phagocyt inh	Measles CPE	E-sel TNF inh	HCT116 PTEN-null	BB579 growth dn	NPY Y2 blocker	GALR2 blocker	Yeast lifespan up	MRP1 act
N#Cc1c(NC(=O)c2ccc(Cn3cc(Br)cn3)o2)sc2c1CCCCCC2	80	0	3	-9	68	-27	1	14	-13	-3.8
COC(=O)CSC(C(=O)Nc1ccc(C)c(C)c1)c1ccccc1 (stereo not given)	65	0	3	-8	78	-23	5	-6	-15	-3.3
COCCN(CC(=O)Nc1cccc(C)c1)S(=O)(=O)c1ccc(S(=O)(=O)N2CCCC2)cc1	85	0	3	/	87	-47	-2	-6	-21	-1.7
O=C(CSc1nnc(NC(=O)C2CC2)s1)NCc1ccco1	90	-5	3	/	90	-24	2	1	2	-1.7
CCNC(=O)NC(=O)COC(=O)CCCSc1nc2ccccc2s1	95	-4	5	-7	86	-22	5	-4	-1	-0.7
O=C1NCCN1Cc1cccc(Cl)c1	99	/	4	-33	99	-33	1	8	-11	0.1
CN1C=CC=C/C1=C1/SC(=S)N(Cc2ccccc2)C1=O	83	-1	5	/	89	-11	0	9	-5	-1.6
COc1ccc(NC(=O)C(F)(OC)C(F)(F)F)c(OC)c1 (stereo not given)	89	-1	1	16	91	-29	3	-11	-3	-2.6
O=c1[nH]c(SCc2ccccc2Cl)nc2c1cnn2-c1ccccc1	92	1	18	-15	78	-49	7	-2	-2	-0.3
O=C(c1ccccc1)N(Cc1cccnc1)C1(C(=O)Nc2ccccc2)CCCCC1	77	5	0	-26	80	-22	19*	3	-2	-0.2
Fc1ccc(CNC(=S)Nc2cccc(C(F)(F)F)c2)cc1	15	-4	5	/	18	-30	-1	2	-5	-2.7
COc1ccc2c(c1)[nH]c1c(=O)n(Cc3ccccn3)cnc12	82	/	0	4	69	-47	0	-15	-5	-5.0
COc1ccc([N+](=O)[O-])cc1NC(=O)CSc1ccccc1	80	2	66*	-35	78	-26	3	-12	-14	0.0
Cc1ccc2cc(C)c(N3CCN(c4ccccn4)CC3)nc2c1	73	0	7	-1	73	-24	4	-2	-8	1.0
Cc1nccn1-c1ncnc2sc3c(c12)CCCC3	96	-1	3	/	100	-15	-2	-12	-5	-3.0
Cc1cccn2cc(CSc3ccccc3N)nc12	105	0	6	16	98	-32	4	12	-5	-2.6
O=C1c2ccccc2C(=O)N1CC1c2ccccc2CCN1S(=O)(=O)c1ccccc1 (stereo not given)	95	/	10	-46	82	-26	3	-2	10	-2.8

Compound activity (PubChem BioAssay)
